CIT2 TOR yeast: yeast TOR pathway CIT2-GFP modulation; GFP response vs DMSO, % at 10 µM; S. cerevisiae CIT2-GFP strain, flow cytometry, 3 h; 100 means same as DMSO wells; AID 2029; hit rate 0.065% among 320,000;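 active means GFP response relative to DMSO above a set limit, near the screen mean plus 3 SD, cut at about 150% in these data; inconclusive means Fewer than 70 cells measured for a yeast strain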;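 further: ratio of well median GFP fluorescence to mean of DMSO wells on the plate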
MEX-5 binding: C. elegans MEX-5 TCR-2 RNA binding activity | Q9XUB2 | MEX-5/FITC-TCR2 RNA binding, fluorescence polarization; active compounds read low | activity score (negative = inhibition of binding), % at 10 µM | hit rate 0.38% among 300,000;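 active means inhibition past about -25% in most replicates, and total fluorescence under double the plate's negative control median, limit read from the data; inconclusive means replicates evenly split on the limit, or fluorescence at least double controls; inactive means too little inhibition in most replicates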;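 further: 0% = DMSO and -100% = 5 µM competing unlabeled TCR2 RNA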
Yeast superoxide: lowers age-related superoxide in aged yeast cells | hit rate 0.18% among 330,000 | superoxide response (% of plate mean), % at 10 µM | AID 2690 | S. cerevisiae aged cells, superoxide DHE fluorescence; active compounds read low;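 active means superoxide response under a set limit, about three screen SD below normal, cut at about 65% in these data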;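 further: yeast aged for seven days with compound at 30 °C before DHE staining; 100% = average MFI of all compound-treated wells on the plate with controls excluded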
AGP1 TOR yeast: modulators of TOR pathway AGP1-GFP in S. cerevisiae; AID 2066; hit rate 0.02% among 320,000; GFP response vs DMSO, % at 10 µM; S. cerevisiae AGP1-GFP multiplex flow cytometry, 3 h; GFP as percent of DMSO wells;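 active means GFP response relative to DMSO above a set limit, near screen average plus 3 SD, cut at about 150% in these data; inconclusive means fewer than 70 cells counted for the yeast strain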;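 further: median GFP channel fluorescence of the gated AGP1 strain per well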
GLD-1 RNA inh: GLD-1-TGE RNA interaction inhibition (C. elegans). purified GLD-1 + fluorescein TGE RNA, fluorescence polarization. hit rate 0.44% among 320,000. inhibition, % at 5.96 µM;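 active means percent inhibition above a per-plate cutoff, the plate mean of test compounds plus 3 SD, cut at about 30% in these data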;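 further: 0% = DMSO wells with GLD-1 and probe and 100% = wells lacking GLD-1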
Target sequence (Q17339 whole entry, looked up): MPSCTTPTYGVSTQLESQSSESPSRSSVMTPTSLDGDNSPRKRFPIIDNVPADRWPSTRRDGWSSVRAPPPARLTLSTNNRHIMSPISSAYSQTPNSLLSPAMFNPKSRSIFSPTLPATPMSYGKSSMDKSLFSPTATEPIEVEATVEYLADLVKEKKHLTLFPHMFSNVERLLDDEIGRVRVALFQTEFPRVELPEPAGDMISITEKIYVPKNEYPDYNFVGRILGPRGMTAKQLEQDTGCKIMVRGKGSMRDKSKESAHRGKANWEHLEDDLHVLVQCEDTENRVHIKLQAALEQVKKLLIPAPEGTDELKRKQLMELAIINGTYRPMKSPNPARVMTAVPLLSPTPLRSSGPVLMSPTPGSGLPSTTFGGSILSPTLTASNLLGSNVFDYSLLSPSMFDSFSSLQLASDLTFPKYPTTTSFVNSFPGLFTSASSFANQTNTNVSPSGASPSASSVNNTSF
GRK2 aptamer HTS: blocks RNA aptamer binding to human GRK2; P25098; bead flow cytometry, FAM-aptamer displacement from GRK2; inhibition of aptamer binding, % at 10 µM; hit rate 0.59% among 330,000; AID 488847;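 active means inhibition of aptamer binding above 40%, roughly 3 SD of noise, on plates passing a quality check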;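 further: median bead fluorescence of bound FAM aptamer so fluorescent compounds give negative values; no value below 0 was filed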
BCLXL inh: inhibitors of human Bcl-xL. inhibition, % at 10.9 µM. GST-Bcl-xL / FITC-Bim BH3 peptide fluorescence polarization. Q07817. hit rate 0.7% among 320,000;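 active means inhibition above the mean of all tested compounds plus 3 SD, cutoff set per campaign, cut at about 30% in these data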;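 further: 0% = DMSO wells and 100% = unlabeled Bim-BH3 peptide competitor; inhibitors lower millipolarization by displacing the labeled peptide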
Target sequence (Q07817 whole entry, looked up): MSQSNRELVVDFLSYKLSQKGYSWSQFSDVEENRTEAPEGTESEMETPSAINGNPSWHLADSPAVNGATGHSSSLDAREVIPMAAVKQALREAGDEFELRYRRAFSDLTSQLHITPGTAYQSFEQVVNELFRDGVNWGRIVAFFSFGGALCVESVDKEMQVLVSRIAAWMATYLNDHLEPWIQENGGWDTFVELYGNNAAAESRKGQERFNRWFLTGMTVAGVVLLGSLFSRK
MCL1 BIM primary: MCL1-BIM-BH3 interaction inhibition (human). hit rate 0.68% among 320,000. inhibition, % at 10.9 µM. AID 2057. GST-MCL1 / FITC-Bim-BH3 fluorescence polarization;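 active means inhibition above the mean inhibition of all tested compounds plus 3 SD, set per campaign, cut at about 40% in these data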;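 further: 0% = DMSO wells and 100% = unlabeled Bim-BH3 peptide control; higher means more loss of mP so more displacement of Bim peptide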
Target sequence (Q07820 whole entry, looked up): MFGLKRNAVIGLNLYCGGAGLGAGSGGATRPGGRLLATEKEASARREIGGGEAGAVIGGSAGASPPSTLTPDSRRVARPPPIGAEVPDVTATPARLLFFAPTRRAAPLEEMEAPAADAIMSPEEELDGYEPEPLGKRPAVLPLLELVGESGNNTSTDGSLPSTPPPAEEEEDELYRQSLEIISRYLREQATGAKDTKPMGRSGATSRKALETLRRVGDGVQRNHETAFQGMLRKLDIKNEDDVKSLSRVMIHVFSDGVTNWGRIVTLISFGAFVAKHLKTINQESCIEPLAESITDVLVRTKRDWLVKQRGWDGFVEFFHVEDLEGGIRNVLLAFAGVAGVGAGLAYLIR
VLA-4 inh: inhibition in a human VLA-4 binding assay; hit rate 0.2% among 330,000; VLA-4 expressing cells, ligand binding flow cytometry; inhibition, % (about 7 µM as worked out from the volumes in the protocol); P13612; AID 2557; in the data active means inhibition above about 50%
Active calls of the source: *; i = inactive; ? = inconclusive; . = not tested or not shown; [ ] = another dose, or the depositor's remark.

1) CCCOc1ccc(NC(=O)CC2C(=O)N(Cc3ccccc3)C(=S)N2Cc2cccs2)cc1 (centres undefined)
2) CCC(CC)c1nnc(NC(=O)C2=COCCO2)s1
3) CC(C)CCN1CCNC(=O)C1CC(=O)NCCCN1CCOCC1 (centres undefined)
4) Cc1cc(Cl)c(C)c(S(=O)(=O)N2CCN(C(=O)C3CCCO3)CC2)c1Cl (centres undefined)
5) O=C(c1cc(-c2cccs2)on1)N1CCCCC1
6) COc1ccc(C(C)NC(=O)c2ccccc2Cl)cc1OC (centres undefined)
7) CCCCCn1c(CNC(=O)CCC)nc2ccccc21
8) O=C(Cc1ccsc1)NCC(=O)Nc1ccccc1Br
Compound,1,2,3,4,5,6,7,8
CIT2 TOR yeast,98,68,98,92,.,96,93,106
MEX-5 binding,.,-0.7,-2.5,.,2.0,1.1,1.9,.
Yeast superoxide,92,95,94,119,96,101,83,101
AGP1 TOR yeast,105,78,95,104,106,95,95,103
GLD-1 RNA inh,2,0,3,4,2,3,4,5
GRK2 aptamer HTS,0,0,0,0,0,7,3,0
BCLXL inh,0,-6,15,0,-2,2,1,.
MCL1 BIM primary,2,-11,19,4,12,-6,3,.
VLA-4 inh,-8,-9,-9,0,15,6,3,5

9) O=C(c1cc2c(s1)-c1ccccc1S(=O)(=O)C2)N1CCN(Cc2ccccc2)CC1
10) O=C(CCc1nnc(CCCCc2ccccc2)o1)N1CCN(CCO)CC1
11) COc1ccccc1CN1CC(C(=O)N(C)Cc2ccncc2C)CCC1=O (centres undefined)
12) O=C(c1cccs1)N1CCc2ccccc2C1
13) O=S(=O)(Nc1ccc(O)cc1)c1cccc2cccnc12
14) CCn1c(SCC(=O)c2c(N)n(C3CC3)c(=O)[nH]c2=O)nnc1-c1ccccc1OC
15) CCCOc1ccc(/C=N/Nc2ccccc2[N+](=O)[O-])c(O)c1
16) CC1(C)Cc2c(sc3c2c(=N)n(Cc2ccco2)c(=O)n3Cc2ccc(F)cc2)CO1
Compound,9,10,11,12,13,14,15,16
CIT2 TOR yeast,96,111,99,91,106,98,101,93
MEX-5 binding,-3.4,-0.4,1.4,0.7,1.8,.,-0.5,.
Yeast superoxide,103,101,84,80,102,88,117,107
AGP1 TOR yeast,98,110,99,91,108,90,104,94
GLD-1 RNA inh,-2,4,-1,0,1,4,12,-3
GRK2 aptamer HTS,0,0,1,1,0,0,1,0
BCLXL inh,-3,4,6,7,3,-45,0,3
MCL1 BIM primary,-6,3,4,8,-1,-33,0,1
VLA-4 inh,28,-9,7,12,27,16,8,-11

An excerpt from above in order of heavy-atom count, smallest number first:
13) O=S(=O)(Nc1ccc(O)cc1)c1cccc2cccnc12
11) COc1ccccc1CN1CC(C(=O)N(C)Cc2ccncc2C)CCC1=O (centres undefined)
14) CCn1c(SCC(=O)c2c(N)n(C3CC3)c(=O)[nH]c2=O)nnc1-c1ccccc1OC
Compound,13,11,14
CIT2 TOR yeast,106,99,98
MEX-5 binding,1.8,1.4,.
Yeast superoxide,102,84,88
AGP1 TOR yeast,108,99,90
GLD-1 RNA inh,1,-1,4
GRK2 aptamer HTS,0,1,0
BCLXL inh,3,6,-45
MCL1 BIM primary,-1,4,-33
VLA-4 inh,27,7,16

Other results
17) CSc1ccc(CN(C)C(=O)c2ccc(S(=O)(=O)Nc3ccccc3)cc2)cc1
18) COC(=O)C1=C(C)Nc2nc3ccccc3n2C1c1ccccc1F (centres undefined)
19) CCCn1nc(NC(=O)CC)c2cc3cccc(C)c3nc21
20) CC1CN(Cc2cc(=O)oc3cc(O)c(Cl)cc23)CC(C)O1 (centres undefined)
21) COC(=O)c1cc(NC(=O)CN2CCC(C(N)=O)(N3CCCCC3)CC2)cc(C(=O)OC)c1
22) Cc1ccc(C)c(S(=O)(=O)c2c(C)cc(C)nc2Cl)c1
23) C[C@H](NC(=O)[C@@H]1CCC(=O)N1Cc1ccco1)c1ccccc1
24) COc1ccc(CNCCC(c2ccc(OC)cc2)c2ccccc2OC)cc1 (centres undefined)
Compound,17,18,19,20,21,22,23,24
CIT2 TOR yeast,77,93,92,101,81,105,102,109
MEX-5 binding,4.8,-0.6,1.7,-0.2,-0.4,2.2,2.4,0.3
Yeast superoxide,112,95,78,124,105,94,71,99
AGP1 TOR yeast,86,102,97,105,87,104,101,104
GLD-1 RNA inh,4,11,1,1,-2,-1,7,3
GRK2 aptamer HTS,0,1,0,1,1,0,0,0
BCLXL inh,3,10,3,5,1,3,3,1
MCL1 BIM primary,3,3,1,8,-2,2,1,0
VLA-4 inh,14,0,-4,15,7,10,7,15

25) COc1ccc(Nc2ncnc3sc(-c4ccccc4)cc23)c(OC)c1
26) CCN1CCN(c2nc3c(c(=O)[nH]c(=O)n3C)n2CCSc2nc3ccccc3s2)CC1
27) COc1ccc(CCNC(=O)C2CCN(C(=O)c3ccc(Cl)cc3)CC2)cc1OC
28) CCOC(=O)c1sc2nc(C)nc(NCCc3ccccn3)c2c1C
29) CCOc1ccc(S(=O)(=O)N(CC(=O)N/N=C/c2ccc(-c3ccc([N+](=O)[O-])cc3)o2)c2ccccc2)cc1
30) NC(Cc1c[nH]c2ccccc12)C(=O)Nc1ccccc1 (centres undefined)
31) CC(C)NCC(O)COc1ccc2c(c1)CCC2 (centres undefined)
32) C=CC[C@@H](CC(=O)N(CCO)Cc1ccccc1)C(=O)NCCOC(=O)[C@H](CC=C)CC(=O)OC(C)(C)C
Compound,25,26,27,28,29,30,31,32
CIT2 TOR yeast,77,97,108,89,113,98,99,112
MEX-5 binding,4.2,-1.0,2.3,-0.8,-2.9,3.8,1.6,.
Yeast superoxide,i,89,103,104,100,94,99,100
AGP1 TOR yeast,97,99,106,96,106,100,96,115
GLD-1 RNA inh,5,0,7,6,-18,1,0,10
GRK2 aptamer HTS,1,0,1,0,17,0,3,0
BCLXL inh,3,1,5,2,-4,1,5,.
MCL1 BIM primary,3,-3,5,6,8,4,14,.
VLA-4 inh,11,16,-3,7,-21,-12,8,-9

33) COC(=O)c1[nH]c(C)c(/C(O)=C2\C(=O)C(=O)N(CCN3CCOCC3)C2c2ccccc2OC)c1C (centres undefined)
34) C/C(CC(=O)Nc1ccc2c(c1)OCCO2)=N\NC(=O)COc1ccc(C)cc1Br
35) COc1ccc2c(c1)c(=O)oc1c(C)c(OCC(=O)N3CCc4ccccc4C3)ccc12
36) CCc1c(C)nc2c(C)cccc2c1SCCC#N
37) O=C(N/N=C/c1ccc2c(c1)OCO2)c1ccc(Cl)cc1Cl
38) Cc1cc(C)cc(Nc2c(F)c(F)c(F)c(F)c2C(=O)O)c1
39) Cc1ccc(CC(=O)Nc2ccc(S(=O)(=O)Nc3ncccn3)cc2)cc1
40) CCOc1cc(S(=O)(=O)n2c(C)nc3ccccc32)ccc1F
Compound,33,34,35,36,37,38,39,40
CIT2 TOR yeast,102,114,95,105,93,125,?,95
MEX-5 binding,0.6,-0.2,0.7,0.2,-0.9,-0.9,2.2,-2.3
Yeast superoxide,104,127,103,103,107,84,100,94
AGP1 TOR yeast,105,98,94,100,96,115,33[may fluoresce violet],98
GLD-1 RNA inh,2,-13,10,6,-1,2,1,-1
GRK2 aptamer HTS,4,0,0,2,0,89*,0,3
BCLXL inh,8,-1,2,9,5,5,1,5
MCL1 BIM primary,2,-6,0,11,4,6,-2,10
VLA-4 inh,-1,-1,8,-8,21,-11,1,9

41) CN(Cc1c(C(=O)N/N=C/c2ccc(F)cc2)nnn1-c1nonc1N)C1CCCCC1
42) O=C(COC(=O)CC1CC2CCC1C2)Nc1ccc(F)cc1Cl (centres undefined)
43) COc1ccc(Cl)cc1C(=O)Nc1ccc(OCC(=O)N2CCOCC2)cc1
44) COc1ccc(Br)cc1S(=O)(=O)Nc1cccc(C)n1
45) S=C(NCCCn1ccnc1)Nc1cccc(Cl)c1
46) CCCn1c(N)c(C(=O)CSc2nc(C3CC3)n(-c3ccccc3)n2)c(=O)[nH]c1=O
47) O=C(NCc1nnc(SCC(=O)N2CCCc3ccccc32)n1-c1ccccc1)c1cccc2ccccc12
48) COc1ccc(NC(=O)CSc2nc(C)cs2)cc1OC
Compound,41,42,43,44,45,46,47,48
CIT2 TOR yeast,102,96,102,96,99,95,98,114
MEX-5 binding,-0.9,.,-3.2,1.5,5.6,.,-1.1,-0.8
Yeast superoxide,100,95,109,96,92,96,98,89
AGP1 TOR yeast,99,104,95,96,98,100,99,108
GLD-1 RNA inh,2,2,.,2,-1,6,4,5
GRK2 aptamer HTS,0,0,0,4,0,11,1,2
BCLXL inh,3,.,.,1,4,.,0,4
MCL1 BIM primary,8,.,.,0,8,.,-4,9
VLA-4 inh,14,2,2,-1,0,-7,2,4

49) C#CCOCCOCCOCCNc1nc(N2CCN(C(=O)[C@H](CCC(=O)O)n3cc([C@@H](N)CC(N)=O)nn3)CC2)nc(N2CCN(C(=O)[C@H](CCC(=O)O)n3cc([C@@H](N)CC(N)=O)nn3)CC2)n1
50) CCN(c1ccccc1C(=O)O)S(=O)(=O)c1ccc2[nH]c(=O)[nH]c2c1
51) O=C(CSc1nc2ccccc2o1)Nc1nc2ccccc2s1
52) COCCn1c(SCC(=O)NCC2CCCO2)nc2c([nH]c3ccccc32)c1=O (centres undefined)
53) COc1cc(Cl)c(CC(=O)c2c[nH]c3ccccc23)cc1OC
54) O=C(Oc1cccc(-n2cnnn2)c1)C1CCCCC1
55) CC1CCN(C(=O)CSc2nncn2-c2ccccn2)CC1
56) CC(C)(C)OC(=O)C[C@@H]1C/C=C\C[C@H](CC(=O)NCCO)C(=O)N[C@H](Cc2ccccc2)COC1=O
Compound,49,50,51,52,53,54,55,56
CIT2 TOR yeast,95,100,88,92,105,102,104,101
MEX-5 binding,.,-3.9,-3.0,-12,-1.7,-0.7,2.5,.
Yeast superoxide,95,98,103,97,101,92,98,110
AGP1 TOR yeast,90,102,105,83,101,102,99,101
GLD-1 RNA inh,5,.,-1,1,-1,3,-2,6
GRK2 aptamer HTS,1,4,1,6,2,1,2,4
BCLXL inh,.,.,-2,-2,4,-1,6,.
MCL1 BIM primary,.,.,-12,2,4,-3,1,.
VLA-4 inh,-13,18,1,-8,13,3,4,3

57) O=C(NCc1ccc(Cl)cc1)c1ccc(Cn2cc(C(F)(F)F)ccc2=O)cc1
58) CCOc1cc(C#N)c(NC(=O)c2ccco2)cc1OCC
59) CC(C)CNC(=S)N1CCC(NC(=O)c2ccco2)CC1
60) COc1cc(SC)ccc1C(=O)N1CCN(c2ccccc2OC)CC1
61) Cc1ccc(CN2CCSc3ccc(C(=O)NCc4ccco4)cc32)cc1
62) O=C(CSc1n[nH]c(-c2ccccc2Br)n1)NCCN1C(=O)CSC1=O
63) COC(=O)C1=C(CS(=O)(=O)c2cc(OC)ccc2OC)NC(=O)NC1c1ccc(O)c(OC)c1 (centres undefined)
64) CC(C)(C)C(=O)NC(=S)Nc1ccccc1C(=O)NC1CCCCC1
Compound,57,58,59,60,61,62,63,64
CIT2 TOR yeast,96,100,93,93,94,96,99,103
MEX-5 binding,0.2,0.2,-7.0,-5.1,1.6,1.1,-3.2,0.4
Yeast superoxide,98,97,108,82,83,113,95,101
AGP1 TOR yeast,104,102,100,94,98,101,102,101
GLD-1 RNA inh,6,3,4,7,7,7,2,6
GRK2 aptamer HTS,1,0,0,0,0,0,4,3
BCLXL inh,-1,4,9,0,3,0,-1,3
MCL1 BIM primary,0,1,9,0,12,1,1,1
VLA-4 inh,14,-9,2,0,8,2,7,5
